Screening data from PubChem.
a7 integrin act: activators of alpha7 integrin expression for muscular dystrophy | AID 624291 | 350,000 tested, 0.064% active | alpha7betagal myoblasts, beta-gal FDG fluorescence, 48 h | Potency, µM (top dose mostly 38.3 µM), for inactives: at the top dose activation, hits mostly activators;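 also: potency is read from the fitted curve at half-maximal effect; 100% = response of the positive control SU9516; nearly all actives have a fitted effect of over 60% in size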
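alpha7betagal+/- myoblasts (passage 13, 250/well) treated 48 h at 37C with compounds at 1:260 dilution of DMSO stock. Lysed, then beta-galactosidase activity read as FDG fluorescence (ex 480/em 540) after 30 min, with pre-read for autofluorescence.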
A-T KAP1 phos: candidate therapy for ataxia-telangiectasia. […] A-T fibroblasts, KAP-1 phosphorylation AlphaLISA; neocarzinostatin DNA damage 30 min before lysis. Potency, µM (doses to about 57.5 µM), inactives show at the top dose activation, most hits filed as activators. 320,000 tested, 0.19% active. AID 485349; also: potency is read from the fitted curve at half-maximal effect; % of control where 0% means no effect; nearly all actives have a fitted effect of over 45% in size
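ATM-like activity read as KAP-1 phosphorylation via AlphaLISA donor/acceptor antibody pairs after lysis and 6 hr at 25C. Cells were ATM-null patient fibroblasts ([…], hTERT), dosed 60 min, then exposed to the DSB inducer NCS for 30 min.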
PTAP TSG101 blk: blocks PTAP/TSG101 interaction to inhibit HIV-1 budding. Potency, µM (highest dose often 115 µM), for inactives: top-dose activity change, negative = inhibition, usual class: inhibitors. AID 493005. 340,000 tested, under 10 active. Fluorescence polarization, FITC-PTAP peptide / Tsg101 binding. Q99816; active = well fitted inhibition curve with a large enough effect in the main read-out, with a control signal flat, not every such curve was filed as active; inconclusive = small, poorly fitted or top-dose-only effect, or effect the other way, or a change in a side signal; inactive = no such curve, though single readings can be large or run the other way; also: potency is read from the fitted curve at half-maximal effect; % of control where 0% means no effect
Target sequence (Q99816 whole entry, looked up): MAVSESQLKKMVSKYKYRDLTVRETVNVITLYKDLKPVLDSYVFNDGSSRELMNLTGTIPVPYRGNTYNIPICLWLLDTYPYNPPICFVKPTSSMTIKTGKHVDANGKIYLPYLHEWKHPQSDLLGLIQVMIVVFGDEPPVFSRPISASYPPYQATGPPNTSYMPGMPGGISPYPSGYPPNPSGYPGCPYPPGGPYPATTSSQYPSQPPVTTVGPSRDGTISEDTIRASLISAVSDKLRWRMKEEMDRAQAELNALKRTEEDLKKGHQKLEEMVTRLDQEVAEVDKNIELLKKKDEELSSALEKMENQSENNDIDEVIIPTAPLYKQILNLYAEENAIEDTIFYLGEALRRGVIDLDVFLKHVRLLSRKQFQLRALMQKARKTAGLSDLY
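Fluorescence anisotropy tracks displacement of a FITC-tagged PTAP peptide (50 nM) from the Tsg101 binding domain (10 uM), following a 20 min room-temperature incubation at pH 7.5.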
Menin-MLL TR inh: menin-MLL binding inhibition, Texas Red mutant peptide; Menin + Texas Red MLL mutant peptide, fluorescence polarization; AID 1768; O00255; Potency, µM (top dose mostly 61.6 µM), inactives show top-dose FP activity change, negative = inhibition, usual class: inhibitors; 270,000 tested, 0.23% active; active = well fitted inhibition curve with a large enough effect in the polarisation, with a control signal flat, not every such curve was filed as active; inconclusive = small, poorly fitted or top-dose-only effect, or effect the other way, or a change in a side signal; inactive = no such curve, though single readings can be large or run the other way; the % refers to the polarisation; also: potency is read from the fitted curve at half-maximal effect; % of control where 0% means no effect; many of its hits are not listed in these tables
TCR act: T cell receptor activation. primary human leukocytes, anti-CD3, IL-2 HTRF, 48 h. AID 504894. Potency, µM (top dose mostly 9.22 µM), for the others: at the highest dose activation of IL-2 secretion, usual class: activators. 330,000 tested, under 10 active; also: % of control where 0% means no effect
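HTRF read-out of IL-2 secretion: europium cryptate donor excited at 320nm, d2 acceptor emission at 665nm. Cells were primary human leukocytes incubated 48 hr with compounds and a-CD3 beads, supplying TCR signal only.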
MBNL1 CUG block: blocks human MBNL1 binding to CUG repeat RNA; Q9NR56; TR-FRET MBNL1-His/biotin-(CUG)12 binding, 665/545 ratio; Potency, µM (doses to about 57.5 µM), inactives show at the highest dose activity change, negative = inhibition, hits mostly inhibitors; 280,000 tested, 0.036% active; active = well fitted inhibition curve with a large enough effect in the signal ratio, with a control signal flat, not every such curve was filed as active; inconclusive = small, poorly fitted or top-dose-only effect, or effect the other way, or a change in a side signal; inactive = no such curve, though single readings can be large or run the other way; the % refers to the signal ratio; also: potency is read from the fitted curve at half-maximal effect; % is scaled to controls: 0 for no effect and ±100 for the full control effect
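Compound titration spanned 92 nM–58 uM against the MBNL1-His/biotin-(CUG)12 complex. After 60 min at room temperature with 5 nM streptavidin-XL665 and 0.055 ng/ul terbium anti-His, ratiometric 665/545 nm emission (Ex 340 nm) normalized to controls.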
CXXC DNA block: inhibitors of human MLL CXXC domain-DNA interaction; AID 2662; MLL-CXXC / FITC-HOXA9 DNA fluorescence polarization; Potency, µM (top dose mostly 115 µM), without a hit: at the top dose activity change, negative = inhibition, most hits filed as inhibitors; Q03164; 290,000 tested, 0.037% active; active = well fitted inhibition curve with a large enough effect in the polarisation, with a control signal flat, not every such curve was filed as active; inconclusive = small, poorly fitted or top-dose-only effect, or effect the other way, or a change in a side signal; inactive = no such curve, though single readings can be large or run the other way; the % refers to the polarisation; also: potency is read from the fitted curve at half-maximal effect
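Steps: dispense CXXC domain solution (7 uM) → pin compounds or unlabeled HOX-A9 DNA control → 5 min ambient → add FLSN-HOX-A9 solution (50 nM) → spin → 30 min ambient → fluorescence polarization. Tris pH 7.5/NaCl/DTT/BSA buffer.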
S-ASM inh: blocks human secretory acid sphingomyelinase; AID 504937; placental ASM, HMU-PC fluorogenic substrate, 60 min; 340,000 tested, 0.006% active; Potency, µM (highest dose often 57.5 µM), without a hit: at the top dose activity change, negative = inhibition, most hits filed as inhibitors; also: potency is read from the fitted curve at half-maximal effect
Target sequence (P17405 47-631 limits assumed): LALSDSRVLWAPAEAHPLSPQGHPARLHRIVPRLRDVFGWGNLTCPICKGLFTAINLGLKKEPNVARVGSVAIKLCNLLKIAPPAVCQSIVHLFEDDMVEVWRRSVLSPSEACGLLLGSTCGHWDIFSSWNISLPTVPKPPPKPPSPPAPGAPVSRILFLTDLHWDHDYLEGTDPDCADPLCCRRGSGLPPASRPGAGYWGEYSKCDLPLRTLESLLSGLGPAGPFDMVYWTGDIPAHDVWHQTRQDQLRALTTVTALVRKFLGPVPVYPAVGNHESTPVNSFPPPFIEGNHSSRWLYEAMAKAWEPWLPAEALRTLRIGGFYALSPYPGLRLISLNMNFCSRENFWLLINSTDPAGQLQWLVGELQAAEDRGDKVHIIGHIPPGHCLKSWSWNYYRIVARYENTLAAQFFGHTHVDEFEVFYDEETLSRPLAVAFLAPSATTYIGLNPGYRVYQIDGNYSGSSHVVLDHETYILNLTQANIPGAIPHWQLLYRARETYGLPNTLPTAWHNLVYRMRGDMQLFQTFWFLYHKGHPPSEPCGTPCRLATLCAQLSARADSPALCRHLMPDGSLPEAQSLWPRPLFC
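qHTS format. ASM enzyme prepared from human placenta hydrolyses the fluorogenic substrate HMU-PC0 (9 uM final) over 60 min at 37 °C after a 10 min compound preincubation.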
TSHR antag: antagonists of human thyroid stimulating hormone receptor; 330,000 tested, 0.2% active; AID 504810; TSHR-expressing cells, TSH-stimulated cAMP HTRF, 2 h; hits give low values; activity change, negative = inhibition, % at 11.5 µM;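 active = activity change below a set negative limit, meaning inhibition stronger than a set level, cut at about -70% in these data; inconclusive = activity change between two set negative limits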; also: % is scaled to controls: 0 for no effect and ±100 for the full control effect
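Antagonism was scored as loss of TSH-driven cAMP in TSHR cells, stimulated with 4nM TSH (EC80) for 2 hours at 37 deg C and detected by homogeneous HTRF competition immunoassay.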
Mito fusion act: inhibitors of mitochondrial division or activators of mitochondrial fusion; AID 485298; Potency, µM (doses to about 46.1 µM), without a hit: at the top dose growth rescue (activation), usual class: activators; 320,000 tested, 0.23% active; S. cerevisiae fusion-defective mutant growth rescue, CellTiterGlo 48 h;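 also: potency is read from the fitted curve at half-maximal effect; % of control where 0% means no effect; nearly all actives have a fitted effect of over 45% in size; temperature-sensitive fusion mutants such as fzo1-1 at 37 °C on non-fermentable ethanol glycerol medium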
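Growth-rescue viability read-out: after 48 h at the non-permissive 37C in glycerol/ethanol YPEG, yeast mitochondrial fusion mutants are measured by CellTiterGlo luminescence; compounds (23 nl pinned per well) restoring growth score as division inhibitors or fusion activators.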
Active calls of the source: *; ? = inconclusive; . = no result given; & = joins results of further samples; [ ] = remark or other dose. Unless noted, calls follow the shape of the dose curve; as a rule, active = well fitted curve in the direction sought with a large enough effect; inconclusive = small, poorly fitted or top-dose-only effect, or another doubt; inactive = no such curve, though single readings can be large; an effect the other way counts as inactive or inconclusive. This is a subset; the hit share may differ from the screen's.

SMILES	a7 integrin act	A-T KAP1 phos	PTAP TSG101 blk	Menin-MLL TR inh	TCR act	MBNL1 CUG block	CXXC DNA block	S-ASM inh	TSHR antag	Mito fusion act
COc1ccc(C2(CCN=Cc3ccc(N(C)C)cc3)CCOC(C)(C)C2)cc1 (stereo not drawn)	-7%	-24%	-5%	?	-1%	?	5%	5%	14	-4%
O=C(O)c1cccc2c(/C=N/Nc3ccccn3)c[nH]c12	12%	-5%	-1%	.	-10%	?	?	2%	-7	-5%
Nc1nc(-c2ccc([N+](=O)[O-])cc2)cc(=O)[nH]1	-10%	.	-3%	.	2%	.	.	-1%	.	.
CC1(C)Cc2c(sc3nc(=S)[nH]c(N)c23)CO1	.	2%	.	0%	.	19%	-14%	.	34	6%
COc1cc(OC)cc(C(=O)Nn2cnnc2)c1	29%	-7%	3%	.	-2%	-7%	12%	4%	0	-2%
Cc1nn(CC(=O)NCCCN2CCN(C)CC2)c(=O)c2cc(-c3ccccc3)nn12	-23%	5%	-3%	1%	1%	-4%	25%	1%	1	-26%
Cc1noc(NS(=O)(=O)c2ccc(NC(=O)COc3ccccc3)cc2)c1C	24%	1%	.	-14%	.	-1%	-2%	6%	9	-4%
N/C(=N\NS(=O)(=O)c1ccccc1C(F)(F)F)c1ccccn1	10%	3%	2%	.	-4%	-17%	-2%	1%	-1	2%
CCN1CCN(C(=O)CN(c2cccc(Br)c2)S(=O)(=O)c2ccccc2)CC1	7%	-6%	-2%	10%	4%[46.1 µM]	.	-5%	2%	35	3%
NS(=O)(=O)c1ccc(NC(=O)c2cc(=O)c3ccccc3o2)cc1	3%	7%	-5%	?	-3%	?	-6%	1%	5	-15%
Cc1ccccc1NC(=O)CCC(=O)N/N=C/c1c[nH]c2ccccc12	24%	1%	-1%	?	-3%	0%	-1%	-1%	9	-7%
CCC(C)n1c(SCC(=O)NC2CCS(=O)(=O)C2)nc2ccccc2c1=O (stereo not drawn)	-1%	-4%	-2%	.	-5%	.	.	5%	0	6%
COC(=O)c1cc(=O)nc2sc(-c3ccc(F)cc3)nn12	14%	-6%	0%	11%	-7%	?	-9%	2%	4	0%
C[C@@H](C(=O)NCc1ccccc1)[C@H]1C[C@]1(C)[C@H](NC(=O)OCc1ccccc1)c1ccccc1	-16%	9%	-6%	-10%&17%	5%	15%	4%	13%	-11	19%
O=C(Nc1ccccc1C(F)(F)F)c1ccc2nccnc2c1	?	2%	-1%	11%	1%	0%	1%	0%	-7	-2%
CCCn1nnnc1SCC(=O)NC1CCCC1	-19%	2%	2%	.	1%	-2%	5%	2%	11	-4%
COc1ccc2c(c1)C1C=CCC1C(c1cc3c(cc1Br)OCO3)N2 (stereo not drawn)	2%	-9%	-4%	.	5%	-4%	-12%	-8%	-27	1%
CCOc1cc(NS(C)(=O)=O)c(OCC)cc1NC(=O)c1cccs1	-18%	4%	-3%	-8%	-2%	-6%	4%	-1%	-11	-13%
O=C(c1ccc(N2CCCCC2)c([N+](=O)[O-])c1)N1CCOCC1	18%	-5%	-9%	4%	2%	?	-3%	-4%	5	-2%
Cc1cccc(C)c1OCC(=O)Nc1cccc(NC(=O)c2ccco2)c1	-4%	.	-3%	-9%	-1%[46.1 µM]	-8%	7%	-10%	-4	?
CN(C)C=NC(=O)c1cc(C(=O)c2ccc(C(C)(C)C)cc2)c[nH]1	7%	3%	-1%	-20%	16%	.	0%	-1%	3	17%
CC(OC(=O)CNC(=O)COc1ccccc1)C(=O)N(C)Cc1ccccc1 (stereo not drawn)	3%	-4%	-4%	.	-3%	.	.	4%	0	-3%
Cc1ccc(S(=O)(=O)N2CCC(C(=O)N[C@@H](Cc3ccccc3)C(=O)O)CC2)cc1	16%	1%	-6%	1%	3%	3%	-4%	1%	6	0%
COc1ccc(-c2noc(N3CCC(C(=O)NCc4ccc(F)cc4)CC3)n2)cc1	-18%	36%	-5%	7%	0%	4%	.	4%	2	-4%
COc1ccc(-c2cn3cccnc3n2)cc1NC(=O)C(C)C	.	15%	.	-12%	.	?	-10%	.	0	6%

Additional results follow:
SMILES	a7 integrin act	A-T KAP1 phos	PTAP TSG101 blk	Menin-MLL TR inh	TCR act	MBNL1 CUG block	CXXC DNA block	S-ASM inh	TSHR antag	Mito fusion act
CC(=O)c1ccc(Nc2c3c(nc4ccccc24)CCCC3)cc1	9%	-15%	-4%	.	-1%	?	-3%	-9%	-1	4%
Nc1ccc(NC(=O)c2ccco2)c(Cl)c1	-15%	-1%	-5%	6%	7%	-13%	2%	1%	-6	1%
COc1cccc(C(=O)Nc2ccc(NC(=O)c3ccco3)c(Cl)c2)c1	23%	3%	1%	-18%	0%	6%	5%	-3%	-1	1%
O=C(Cc1c(F)cccc1Cl)NNC(=S)Nc1ccc(S(=O)(=O)Nc2ncccn2)cc1	-14%	10%	0%	-5%	4%	-4%	?	0%	1	3%
CC(=O)Oc1c(S(=O)(=O)c2ccccc2)c(C)nn1C(C)(C)C	-12%	.	-8%	8%	.	10%	-4%	-3%	.	3%
CC1CCN(CCCCOc2ccccc2Br)CC1	-46%[inhibitor]	-8%	0%	-21%	-2%[46.1 µM]	.	1%	-3%	9	11%
O=C(O)CCCCn1c(SCc2ccccc2Cl)nc2ccsc2c1=O	-9%	0%	1%	-15%	1%	-9%	-2%	-4%	-7	?
COc1ccc(N2C(=O)NC(NS(=O)(=O)c3ccc(NC(C)=O)cc3)(C(F)(F)F)C2=O)cc1 (stereo not drawn)	0%	10%	-3%	8%	-5%	-3%	-2%	-1%	-2	-1%
N#Cc1ccc(COC(=O)C2CCC(=O)N2)cc1 (stereo not drawn)	?	-2%	-5%	0%	-6%	-13%	-2%	7%	-1	0%
c1ccc(-c2nc(C3CCCCC3)c3ccccc3n2)cc1	8%	10%	1%	.	-7%	.	.	0%	68	8%
CCCNC(=O)CSc1nnc(-c2ccccc2Br)n1-c1cccc(C(F)(F)F)c1	-14%	4%	-5%	-1%	7%[46.1 µM]	?	-4%	2%	48	1%
CCCCn1c(N)c(N(CCC(C)C)C(=O)c2ccc([N+](=O)[O-])s2)c(=O)[nH]c1=O	-47%[inhibitor]	6%	-5%	.	-1%	.	.	10%	-4	-2%
COC(=O)c1cc(NC(=O)CN(c2ccc3c(c2)OCO3)S(C)(=O)=O)ccc1Cl	0%	-4%	-4%	8%	5%	-5%	-1%	-9%	-9	4%
CCOC(=O)N1CCN(C(=O)Nc2cccc3ccccc23)CC1	-25%	-2%[11.5 µM]	2%	5%	10%	-7%	-11%	2%	19	0%
CCSc1oc(-c2cccs2)nc1S(=O)(=O)c1ccccc1	-15%	10%	2%	11%	-4%[46.1 µM]	48%[activator]	-7%	-8%	6	10%
O=C(Nc1nccs1)c1ccc2ccccc2c1	0%	-6%	2%	?	6%	15%	-10%	-13%	-14	-5%
Cc1cccc(NC(=O)CCOc2ccccc2)c1C	8%	0%	-3%	-9%	-27%	-1%	-9%	-18%	-6	9%
CNS(=O)(=O)c1cc(-c2nnc(N3CCOCC3)c3ccccc23)ccc1C	0%	.	-3%	.	7%	.	.	-2%	.	.
CN(CC(=O)Nc1ccc(Cl)c(C(F)(F)F)c1)C(=O)/C=C/c1ccco1	-24%	2%	-1%	18%	3%[46.1 µM]	-12%	16%	-3%	-4	-14%
CCOC(=O)C1CN(S(=O)(=O)c2cc(OC)ccc2OC)C1	-22%	17%	-1%	-1%	5%	-3%	-7%	2%	6	-3%
Cc1ccccc1NC(=O)CC1SC(=NC2CCCCC2)NC1=O (stereo not drawn)	17%	1%	-1%	7%	1%	0%	-5%	2%	13	-4%
O=C1/C(=C\c2ccc(O)cc2)CCC1CNc1ccc(Cl)cc1 (stereo not drawn)	-58%[inhibitor]	.	-5%	.	0%	.	.	-5%	.	.
O=C(O)C1CCCCC1C(=O)Nc1cnn(Cc2ccccc2)c1 (stereo not drawn)	-23%	5%	-4%	.	0%	-3%	0%	3%	19	-5%
Cc1cccc(NC(=O)CN(C)S(=O)(=O)c2ccc(Br)cc2)n1	22%	0%	-12%	1%	.	0%	7%	0%	-4	3%
O=C1C(=C2CCCCC2)SC(=S)N1Cc1ccco1	-33%	6%	-1%	?	-2%	4%	12%	-3%	0	0%
COc1ccccc1NC(=O)C(C)OC(=O)CCC1CCCCC1 (stereo not drawn)	2%	5%	-3%	.	7%	2%	1%	-3%	-18	-2%
Cc1nc2ccc(NC(=O)c3ccc([N+](=O)[O-])cc3)cc2s1	-1%	2%	-6%	11%	3%[46.1 µM]	?	6%	0%	-8	1%
NC(=O)NC[C@@H]1CC[C@@H](Cc2ccc(-c3ccccc3)cc2)O1	-1%	13%	-1%	.	-1%[46.1 µM]	.	.	-3%	?	.
